FBPA coupling cs: qHTS Assay for Inhibitors of Fructose-1,6-bisphosphate Aldolase from Giardia Lamblia: Coupling assay counterscreen. coupling enzyme system counterscreen, AmpLite Red fluorescence. activity change, negative = inhibition, % at 58.2 µM, hits read low. 290,000 compounds, 0.67% hits. AID 2472, 2010; in the data active means activity change below about -30%; further: on the % scale 0 is the no-effect control and ±100 the full control effect
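Activity here indicates interference with the coupling reaction, not aldolase inhibition. Compounds at 57.5 uM final met coupling enzymes for 10 min at RT; substrate and AmpLite Red detection followed, with a 525/598 nm fluorescence read after 20 min.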
B2AR arrestin: qHTS assay of beta-arrestin-biased ligands of beta2-adrenergic receptor | Beta-2 adrenergic receptor (Homo sapiens), P07550 | 330,000 compounds, 0.02% hits | Potency, µM (titrated, usually from 46.1 µM), inactives show at the highest dose activation, most hits filed as activators | beta-arrestin recruitment to beta2AR, cell-based reporter;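 further: potency means the concentration at half of the fitted maximal effect; 0% = DMSO controls and full agonism = EC100 isoproterenol or metaproterenol; nearly all actives have a fitted effect of over 65% in size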
KCNH2 3.1 block: qHTS for Inhibitors of KCHN2 3.1: Mutant qHTS; activity change, % (tested at about 1.8 µM); Potassium voltage-gated channel subfamily H member 2, brain isoform KCNH2 3.1 (human); 340,000 compounds, 0.95% hits; AID 720553, 2013; U2OS KCNH2 3.1, thallium flux FluxOr; hits give low values;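 active means maximum activity change below -70%; inconclusive means maximum activity change from -70% to -50%; inactive means maximum activity change above -50%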;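 further: thallium influx rate constant from kinetic fluorescence after stimulation buffer; on the % scale 0 is the no-effect control and ±100 the full control effect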
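Kinetic fluorescence (2 min after stimulation buffer) measures Tl+ influx through KCNH2 3.1 expressed by viral transduction in U2OS cells; the rate constant is normalized against DMSO controls serving as positive and negative references.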
USP2a block: qHTS Assay for Inhibitors of Ubiquitin-specific Protease USP2a Using CHOP2 as the Reporter | Ubiquitin carboxyl-terminal hydrolase 2 (Homo sapiens), O75604 | USP2 core, Ub-CHOP2 coupled fluorogenic reporter, 485/531 | Potency, µM (top dose mostly 38.3 µM), inactives show at the highest dose activity change, negative = inhibition, usual class: inhibitors | 330,000 compounds, 0.01% hits | AID 463254, 2010;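 further: potency means the concentration at half of the fitted maximal effect; plate controls were DMSO wells for no effect and full inhibition by NEM control for full effect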
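Deubiquitinase activity read as fluorescence (485/531 nm) after Ub-CHOP2 cleavage activates the enterokinase reporter on its substrate; USP2 core 10nM, Ub-CHOP2 and substrate 25nM each, 30min compound preincubation then 60min RT; data normalized to NEM, curves fitted.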
TRPV1 agonist: HTS Assay for Compounds that Act as Agonists of the Vanilloid Receptor 1. Transient receptor potential cation channel subfamily V member 1 (Homo sapiens), Q8NER1. TRPV1-expressing cells, Fluo-8 calcium influx, agonist mode. activation, % at 8.33 µM. 320,000 compounds, 0.19% hits. AID 540275, 2011; in the data active means activation above about 80%; inconclusive means between about 30% and that limit; further: 0% is about no effect
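Fluo-8 calcium influx in TRPV1-expressing cells, kinetic read (ex 480/em 520 nm). Compound added and read 3 min for agonist activity, followed by capsaicin at EC20 final and 2 min further read for enhancement.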
CXXC DNA block: qHTS Fluorescence Polarization Assay for Inhibitors of MLL CXXC domain - DNA interaction; MLL-CXXC / FITC-HOXA9 DNA fluorescence polarization; AID 2662, 2010; Potency, µM (doses to about 115 µM), for the others: top-dose activity change, negative = inhibition, most hits filed as inhibitors; 290,000 compounds, 0.037% hits; Histone-lysine N-methyltransferase 2A (Homo sapiens), Q03164; active means well fitted inhibition curve with a large enough effect in the polarisation, with a control signal flat, not every such curve was filed as active; inconclusive means small, poorly fitted or top-dose-only effect, or effect the other way, or a change in a side signal; inactive means no such curve, though single readings can be large or run the other way; the % refers to the polarisation; further: potency means the concentration at half of the fitted maximal effect
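Fluorescence polarization: 7 uM MLL-CXXC (stock) preincubated 5 min with compounds, then 50 nM fluorescein-HOX-A9 DNA (stock) added; 30 min ambient. Buffer 50 mM Tris-HCl pH 7.5, 50 mM NaCl, 1 mM DTT, 0.05% BSA.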
PKM2 activator: qHTS Assay for Activators of Human Muscle isoform 2 Pyruvate Kinase | Pyruvate kinase PKM (Homo sapiens), P14618 | purified PKM2, Kinase-Glo ATP luminescence, activation; response scale: 0% is enzyme alone, no compound | Potency, µM (highest dose often 57.5 µM), for the others: at the highest dose activation, hits mostly activators | 260,000 compounds, 0.34% hits | AID 1631, 2009; further: potency means the concentration at half of the fitted maximal effect; on the % scale 0 is the no-effect control and ±100 the full control effect; nearly all actives have a fitted effect of over 55% in size
Target sequence (P14618 whole entry, looked up, canonical isoform): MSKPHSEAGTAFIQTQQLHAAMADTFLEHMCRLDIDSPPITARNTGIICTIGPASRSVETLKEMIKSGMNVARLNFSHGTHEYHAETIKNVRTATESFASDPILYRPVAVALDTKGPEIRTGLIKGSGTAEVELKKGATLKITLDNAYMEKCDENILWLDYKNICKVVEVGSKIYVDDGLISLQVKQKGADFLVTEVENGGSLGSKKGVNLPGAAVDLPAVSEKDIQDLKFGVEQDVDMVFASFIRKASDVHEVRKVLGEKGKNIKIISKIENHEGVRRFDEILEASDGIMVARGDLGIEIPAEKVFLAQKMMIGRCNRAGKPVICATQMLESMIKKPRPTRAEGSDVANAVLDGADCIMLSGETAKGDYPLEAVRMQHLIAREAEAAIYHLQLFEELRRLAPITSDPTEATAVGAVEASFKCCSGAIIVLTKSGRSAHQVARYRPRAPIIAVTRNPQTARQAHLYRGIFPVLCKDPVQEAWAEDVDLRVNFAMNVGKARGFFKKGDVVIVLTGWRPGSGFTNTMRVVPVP
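Purified hPK-M2 (>95% pure) converted ADP (0.1 mM final) to ATP with 0.5 mM PEP in 50 mM imidazole pH7.2, KCl, MgCl2, Tween 20, BSA; 1 h at room temperature. ATP detected by Kinase-Glo luminescence.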
GALK inh: qHTS Assay for Inhibitors of Human Galactokinase (GALK). Potency, µM (titrated, usually from 57.5 µM), without a hit: at the highest dose activity change, negative = inhibition, most hits filed as inhibitors. AID 1868, 2009. P51570. Purified GALK, Kinase-Glo residual ATP luminescence. 270,000 compounds, 0.007% hits; further: potency means the concentration at half of the fitted maximal effect; on the % scale 0 is the no-effect control and ±100 the full control effect
Target sequence (P51570 whole entry, looked up): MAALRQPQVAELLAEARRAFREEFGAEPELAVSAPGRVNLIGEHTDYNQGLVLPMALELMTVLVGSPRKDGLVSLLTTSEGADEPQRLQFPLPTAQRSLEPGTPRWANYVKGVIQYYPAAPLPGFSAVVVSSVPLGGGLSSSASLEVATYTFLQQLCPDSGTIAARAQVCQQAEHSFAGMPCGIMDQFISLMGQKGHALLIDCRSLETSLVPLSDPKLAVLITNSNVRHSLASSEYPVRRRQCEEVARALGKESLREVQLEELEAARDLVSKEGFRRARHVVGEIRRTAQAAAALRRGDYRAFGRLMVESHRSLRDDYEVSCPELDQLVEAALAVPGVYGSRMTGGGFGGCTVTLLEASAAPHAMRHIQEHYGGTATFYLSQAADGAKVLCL
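Luminescence from leftover ATP (Ultra-Glo luciferase/luciferin) served as read-out after a 1 h room-temperature reaction of 5 nM GALK with 35 uM ATP and 100 uM galactose.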
Giardia kill: Small Molecules that selectively kill Giardia lamblia: qHTS | Giardia lamblia trophozoite viability | activity change, % at 7.66 µM, hits read low | 340,000 compounds, 0.15% hits | AID 540267, 2011; in the data active means activity change below about -80%; inconclusive means between about -30% and that limit;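 further: parasites exposed to compound for two days anaerobically before the ATP read; on the % scale 0 is the no-effect control and ±100 the full control effect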
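Trophozoite viability was measured as ATP-dependent luminescence, read 15-30 min after reagent addition. Before that, parasites at 100 cells/well were exposed to compounds for 48 h, anaerobically, at 37 deg C.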
Menin-MLL TR inh: qHTS Assay for Inhibitors Targeting the Menin-MLL Interaction in MLL Related Leukemias: Competition With Texas Red Labeled MLL-derived Mutant Peptide; Potency, µM (doses to about 61.6 µM), inactives show top-dose FP activity change, negative = inhibition, usual class: inhibitors; O00255; Menin + Texas Red MLL mutant peptide, fluorescence polarization; AID 1768, 2009; 270,000 compounds, 0.23% hits; active means well fitted inhibition curve with a large enough effect in the polarisation, with a control signal flat, not every such curve was filed as active; inconclusive means small, poorly fitted or top-dose-only effect, or effect the other way, or a change in a side signal; inactive means no such curve, though single readings can be large or run the other way; the % refers to the polarisation; further: potency means the concentration at half of the fitted maximal effect; % of control where 0% means no effect; many of its hits are not listed in these tables
hERG WT inh: qHTS for Inhibitors of KCHN2 3.1: Wildtype qHTS; 340,000 compounds, 0.37% hits; Voltage-gated inwardly rectifying potassium channel KCNH2 (Homo sapiens), Q12809; activity change, % at 1.84 µM; U2OS, BacMam KCNH2, thallium flux FluxOr; hits give low values;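 active means maximum activity change below -70%; inconclusive means maximum activity change between -70% and -50%; inactive means maximum activity change above -50%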; further: on the % scale 0 is the no-effect control and ±100 the full control effect
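U2OS cells were transduced with wild-type KCNH2 virus (2.03 x 10^8 / mL) for 4 h at room temperature, then cultured overnight at 37 C. Thallium flux was read with FluxOr dye. Rate constants were normalized to DMSO controls.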
The depositor's hits bear a star; [ ] = another dose, or the depositor's remark. Unless noted, the call rests on the fitted dose curve; in most records, active means well fitted curve in the direction sought with a large enough effect; inconclusive means small, poorly fitted or top-dose-only effect, or another doubt; inactive means no such curve, though single readings can be large; an effect the other way counts as inactive or inconclusive. An excerpt. The share of hits here may be higher or lower than overall.

What do the screens show for `CCOC(=O)CC(NC(=O)CCc1c(C)nc2ncnn2c1C)c1ccc(C)cc1` (stereo not given)?
FBPA coupling cs: -0.8; B2AR arrestin: -0.2%; USP2a block: -1.8%; TRPV1 agonist: -0.7; CXXC DNA block: 5.7%; PKM2 activator: -3.9%; GALK inh: 6.3%; Giardia kill: 22.6; Menin-MLL TR inh: -11.4%; hERG WT inh: 23.4

How did COc1ccc(C(=O)NCC(=O)OCCOc2ccc(Cl)cc2)cc1OC do in these assays?
B2AR arrestin: -0.2%; KCNH2 3.1 block: -22.5; USP2a block: 1.6%; Giardia kill: -10.5; hERG WT inh: -15.2

Results for CC(=O)NNc1cc(N2CCOCC2)nc(N2CCOCC2)n1 ?
FBPA coupling cs: -8.7; B2AR arrestin: -0.2%; KCNH2 3.1 block: 2.0; USP2a block: 13.5%; TRPV1 agonist: 5.2; CXXC DNA block: 17.9%; PKM2 activator: 8.8%; GALK inh: -2.0%; Giardia kill: -7.5; Menin-MLL TR inh: inconclusive; hERG WT inh: -4.7

How did CCOC(=O)c1cc(-c2ccc(C)o2)n[nH]1 do in these assays?
FBPA coupling cs: 1.6; B2AR arrestin: 0.5%; KCNH2 3.1 block: -11.4; USP2a block: -1.0%; TRPV1 agonist: 0.6; CXXC DNA block: 5.9%; PKM2 activator: 19.8%; GALK inh: -0.1%; Giardia kill: 1.0; Menin-MLL TR inh: -16.7%; hERG WT inh: 7.4

What do the screens show for `COc1ccc(CCNS(=O)(=O)c2ccc3[nH]c(=O)[nH]c3c2)cc1`?
B2AR arrestin: -1.4%; KCNH2 3.1 block: 9.2; USP2a block: 3.5%; Giardia kill: -10.5; hERG WT inh: 2.2

What do the screens show for `COc1cc(-c2nn3c(-c4ccco4)nnc3s2)cc(OC)c1OC`?
FBPA coupling cs: 2.1; B2AR arrestin: -0.7%; USP2a block: -1.2%; TRPV1 agonist: -1.8; CXXC DNA block: -2.0%; PKM2 activator: -1.2%; GALK inh: 4.8%; Menin-MLL TR inh: -6.4%

What do the screens show for `COCCn1nnnc1C(c1cc2cc(C)cc(C)c2[nH]c1=O)N1CCN(c2ccccc2F)CC1` (stereo not given)?
FBPA coupling cs: -16.3; B2AR arrestin: -0.2%; KCNH2 3.1 block: 1.6; USP2a block: 1.8%; TRPV1 agonist: 7.5; CXXC DNA block: 9.4%; PKM2 activator: -2.7%; GALK inh: 0.9%; Giardia kill: -15.4; Menin-MLL TR inh: -1.3%; hERG WT inh: 7.2

What do the screens show for `Nn1c(-c2ccccc2)cc(-c2ccccc2)cc1=O`?
B2AR arrestin: 3.1%; KCNH2 3.1 block: -7.3; USP2a block: -3.3%; TRPV1 agonist: inconclusive; Giardia kill: 16.6; hERG WT inh: 6.6

What do the screens show for `Cc1ccc(S(=O)(=O)N2CCCC2)cc1C(=O)NCc1ccccc1CN1CCCC1`?
B2AR arrestin: -0.5%; KCNH2 3.1 block: -7.7; USP2a block: 0.5%; TRPV1 agonist: 3.6; Giardia kill: -23.4; hERG WT inh: 64.1

Results for Cc1ccc(-n2c(CCC(=O)O)ccc2-c2cccs2)cc1 ?
FBPA coupling cs: 4.0; B2AR arrestin: -0.4%; KCNH2 3.1 block: -4.0; USP2a block: -1.4%; TRPV1 agonist: 11.6; CXXC DNA block: -14.1%; PKM2 activator: 18.3%; GALK inh: -4.3%; Giardia kill: -12.7; Menin-MLL TR inh: 9.2%; hERG WT inh: -0.4

Results for Cn1c(=O)c2c(nc(NCc3ccco3)n2CC(O)COc2ccccc2)n(C)c1=O (stereo not given) ?
FBPA coupling cs: 0.2; B2AR arrestin: 0.5%; KCNH2 3.1 block: 0.4; USP2a block: 5.0%; TRPV1 agonist: 2.7; CXXC DNA block: 15.9%; PKM2 activator: 7.1%; GALK inh: 1.7%; Giardia kill: -1.1; Menin-MLL TR inh: 1.2%; hERG WT inh: -5.8

How did Cc1cc(C=C(C#N)C#N)c(C)n1-c1ccccc1 do in these assays?
FBPA coupling cs: 2.7; B2AR arrestin: 0.3%; KCNH2 3.1 block: 3.8; USP2a block: 1.5%; TRPV1 agonist: 1.2; CXXC DNA block: 3.8%; PKM2 activator: 2.1%; GALK inh: -0.3%; Giardia kill: -9.4; Menin-MLL TR inh: -3.5%; hERG WT inh: -6.9

What do the screens show for `Cc1c(Cl)c([N+](=O)[O-])nn1CC(=O)N1CCN(Cc2ccccc2)CC1`?
FBPA coupling cs: -0.1; B2AR arrestin: -0.1%; KCNH2 3.1 block: -13.6; USP2a block: 0.0%; TRPV1 agonist: -2.2; CXXC DNA block: -13.9%; PKM2 activator: 1.7%; GALK inh: 2.7%; Giardia kill: -12.1; Menin-MLL TR inh: 10.1%; hERG WT inh: -0.8

Results for CN1CCN(C(=O)c2cc3c(=O)n4ccccc4nc3s2)CC1 ?
FBPA coupling cs: 1.4; B2AR arrestin: -0.2%; KCNH2 3.1 block: 5.4; USP2a block: 1.7%; TRPV1 agonist: -2.3; CXXC DNA block: 9.4%; PKM2 activator: -13.6%; GALK inh: -0.7%; Giardia kill: -15.6; Menin-MLL TR inh: -2.8%; hERG WT inh: 1.7

What do the screens show for `CN1CCN(C(=O)CN(C2CCCCC2)S(=O)(=O)c2ccccc2)CC1`?
FBPA coupling cs: -0.4; B2AR arrestin: 2.5%; KCNH2 3.1 block: -8.9; USP2a block: 3.4%; TRPV1 agonist: -1.8; CXXC DNA block: 4.2%; PKM2 activator: -3.3%; GALK inh: -2.9%; Giardia kill: 2.2; Menin-MLL TR inh: 22.7%; hERG WT inh: 3.2

Results for FC(F)(F)c1nnc(-c2ccccc2)nc1Oc1ccc(Cl)cc1Cl ?
FBPA coupling cs: -8.0; B2AR arrestin: 0.4%; KCNH2 3.1 block: -3.3; USP2a block: 2.1%; TRPV1 agonist: -2.6; CXXC DNA block: 11.2%; PKM2 activator: 0.3%; GALK inh: -4.9%; Giardia kill: -8.9; Menin-MLL TR inh: -26.6%; hERG WT inh: -7.3

What do the screens show for `COc1cccc(-c2cccc(NC(=O)C3CCN(Cc4cccc(C)n4)CC3)c2)c1`?
B2AR arrestin: -0.2%; KCNH2 3.1 block: -12.3; USP2a block: -1.8%; TRPV1 agonist: 3.3; CXXC DNA block: 5.9%; PKM2 activator: -4.2%; GALK inh: -6.8%; Giardia kill: 36.7[activator]; hERG WT inh: 9.2

Results for CC(=O)c1cccc(N(C(=O)c2csnn2)C(C(=O)NC2CCCC2)c2ccccc2)c1 (stereo not given) ?
FBPA coupling cs: 1.0; B2AR arrestin: 0.0%; KCNH2 3.1 block: -10.0; USP2a block: 0.3%; TRPV1 agonist: 1.1; CXXC DNA block: -0.3%; GALK inh: -1.1%; Giardia kill: -8.9; Menin-MLL TR inh: 10.4%; hERG WT inh: 1.8

What do the screens show for `O=C(NCc1ccccn1)c1nc(Cn2ccc([N+](=O)[O-])n2)no1`?
FBPA coupling cs: 0.3; B2AR arrestin: -0.2%; KCNH2 3.1 block: -2.0; USP2a block: -0.1%; TRPV1 agonist: 1.5; CXXC DNA block: 3.6%; PKM2 activator: 3.9%; GALK inh: -0.8%; Giardia kill: 0.8; Menin-MLL TR inh: 8.9%; hERG WT inh: -4.4

What do the screens show for `NC(=O)c1c(NC(=O)Cn2nc(C(=O)O)c3ccccc3c2=O)sc2c1CCCC2`?
FBPA coupling cs: 0.6; B2AR arrestin: 0.4%; KCNH2 3.1 block: 9.0; USP2a block: -0.2%; TRPV1 agonist: 2.8; CXXC DNA block: 0.7%; PKM2 activator: 17.4%; GALK inh: 0.1%; Giardia kill: 1.1; hERG WT inh: 9.3

How did O=S(=O)(NCc1ccc(Cl)cc1Cl)c1ccc(N2CCOCC2)nc1 do in these assays?
FBPA coupling cs: 2.7; B2AR arrestin: 0.0%; KCNH2 3.1 block: 10.6; USP2a block: 2.0%; TRPV1 agonist: 2.4; CXXC DNA block: 4.5%; PKM2 activator: 6.9%; GALK inh: 8.3%; Giardia kill: -17.8; hERG WT inh: -15.7

What do the screens show for `O=C(Nc1ccc(Cl)cn1)c1cccc2ccccc12`?
FBPA coupling cs: -0.1; B2AR arrestin: -0.6%; KCNH2 3.1 block: 19.5; USP2a block: -1.1%; TRPV1 agonist: 3.4; CXXC DNA block: 0.4%; PKM2 activator: -4.3%; GALK inh: 4.3%; Giardia kill: -5.0; Menin-MLL TR inh: 9.4%; hERG WT inh: 0.3

Bioassay records (PubChem BioAssay)
